# RTF Ca sens inh: cardiac RTF calcium desensitization; P19429+P45379; IANBD-labeled cardiac RTF, Ca2+ fluorescence; inhibition, % at 7.15 µM; 0.12% of 340,000 active; AID 493244;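 active = inhibition above the mean inhibition of all tested compounds plus 3 SD, cut at about 17% in these data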;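 also: assay run at fixed EC70 calcium of 1.6 mM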
# CDK5 p35 inh: inhibitors of human CDK5/p35 kinase | AID 488839 | Q00535+Q15078 | inhibition, % at 10 µM | Recombinant CDK5/p35, ADP-Glo luminescence, 60 min | 0.01% of 330,000 active;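 active = highest replicate inhibition of at least 50% and at least 75% of replicates reaching 50%; inconclusive = only one of the two criteria met; inactive = both criteria failed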;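 also: plate controls were DMSO neutral control for no effect and GW8510 at 10 µM for full effect; many of its hits are not listed in these tables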
# dFosB act: mouse delta FosB homodimer activation; purified delta FosB, TAMRA-CDK5 oligo fluorescence polarization; percent of positive-control signal above neutral wells; activation, % at 25 µM; 0.99% of 340,000 active; AID 493131;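 active = mean activation above about 17%, with every replicate also reaching it, limit read from the data, passing the limit was not always enough; inconclusive = only one of the two conditions met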;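 also: fluorescence polarization rise as delta FosB binds a TAMRA Cdk5 AP-1 oligo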
# NSD2 inh: inhibitors of human histone methyltransferase NSD2 | 0.54% of 310,000 active | inhibition, % at 12.5 µM | NSD2 peptide methylation, AlphaScreen, 120 min; in the data active = inhibition above about 50%
# Keap1-Nrf2 PPI: disrupts human Keap1 binding to Nrf2 peptide; Q14145; Keap1 Kelch-Nrf2 peptide fluorescence polarization, 1536-well; inhibition, % at 9.4 µM; 0.15% of 340,000 active; AID 504523; in the data active = inhibition above about 12%; inconclusive = no clear call, values can overlap the other calls; inactive = below about 7.3%;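 also: human Keap1 Kelch domain with fluorescein labeled Nrf2 9mer peptide probe; 0% = neutral control wells and 100% = peptide positive control; higher means more block of Keap1 binding to Nrf2 peptide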
# Target sequence (Q14145 whole entry, looked up, the tested form may be a part): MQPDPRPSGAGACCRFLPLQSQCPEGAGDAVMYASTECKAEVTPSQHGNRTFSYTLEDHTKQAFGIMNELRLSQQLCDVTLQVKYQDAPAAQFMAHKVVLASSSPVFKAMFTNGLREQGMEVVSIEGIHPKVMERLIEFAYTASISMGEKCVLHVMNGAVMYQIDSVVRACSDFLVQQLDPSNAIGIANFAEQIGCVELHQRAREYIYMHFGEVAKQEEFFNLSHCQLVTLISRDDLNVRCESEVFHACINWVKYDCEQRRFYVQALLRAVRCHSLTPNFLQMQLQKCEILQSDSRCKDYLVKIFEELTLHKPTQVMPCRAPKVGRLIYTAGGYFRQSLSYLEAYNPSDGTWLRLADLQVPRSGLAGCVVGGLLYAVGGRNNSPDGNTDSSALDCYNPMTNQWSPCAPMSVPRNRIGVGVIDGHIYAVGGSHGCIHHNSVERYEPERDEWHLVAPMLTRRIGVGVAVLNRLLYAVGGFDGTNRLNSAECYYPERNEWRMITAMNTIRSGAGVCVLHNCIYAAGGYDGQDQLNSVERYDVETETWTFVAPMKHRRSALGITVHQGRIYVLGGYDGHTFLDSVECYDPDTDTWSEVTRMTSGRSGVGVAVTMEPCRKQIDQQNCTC
# Rtt109 HAT inh: C. albicans Rtt109 histone acetyltransferase inhibition; Q5AAJ8; 0.16% of 330,000 active; AID 540336; inhibition, % at 34.9 µM; purified Rtt109/Vps75, ThioGlo CoA-SH fluorescence, 4 h;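 active = inhibition of at least 50% in every replicate; inconclusive = best replicate reaches 50% inhibition but some replicates fall short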
# Target sequence (Q5AAJ8 whole entry, looked up): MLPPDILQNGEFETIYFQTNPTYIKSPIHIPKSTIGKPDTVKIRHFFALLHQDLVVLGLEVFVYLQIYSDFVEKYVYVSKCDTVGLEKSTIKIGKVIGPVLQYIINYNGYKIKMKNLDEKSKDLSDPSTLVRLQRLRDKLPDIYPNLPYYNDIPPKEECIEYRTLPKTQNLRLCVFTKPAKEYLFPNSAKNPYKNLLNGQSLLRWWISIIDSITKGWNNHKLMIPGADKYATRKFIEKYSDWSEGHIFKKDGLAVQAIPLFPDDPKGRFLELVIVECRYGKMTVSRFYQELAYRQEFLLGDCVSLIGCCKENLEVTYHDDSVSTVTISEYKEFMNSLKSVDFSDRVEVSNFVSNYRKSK
# C-LANA FP: blocks KSHV LANA C-terminal domain binding to DNA; inhibition, % at 9 µM; 0.078% of 340,000 active; AID 504423; MBP-C-LANA/FAM-LBS DNA binding, fluorescence polarization;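 active = highest replicate inhibition at or above 60% at 9 µM, even if other replicates fall short; inactive = all replicates below 60% inhibition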;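 also: 0% = neutral control wells and 100% = 4 µM acridine orange control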
# SUMO Mot1 rescue: blocks SUMOylation pathway, rescuing yeast Mot1-301 growth; S. cerevisiae Mot1-301 growth rescue, ATP luminescence, 38.5C; percent above DMSO median, 100 means doubled; growth rescue, % at 18.8 µM; 1% of 320,000 active;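 active = every valid replicate shows activation above 250% relative to neutral control wells; inactive = the rest, any valid replicate at or below 250%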;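 also: OY570 slx delta 5 strain wells were the positive control but not used for scaling; some compounds called inactive have numbers as strong as hits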
# RTF Ca sens act: cardiac RTF calcium sensitization. activation, % at 7.2 µM. 0.24% of 340,000 active. IANBD-labeled TnC RTF fluorescence at EC20 calcium; 0% EC20 calcium, 100% full calcium;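 active = activation above the mean over all tested compounds plus 3 SD, cut at about 30% in these data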;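 also: rise in fluorescence read as greater calcium sensitivity of cardiac thin filaments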
# PfHsp90 set2: reduces growth (ATP signal) of yeast expressing P. falciparum Hsp90; S. cerevisiae expressing PfHsp90, BacTiter-Glo ATP, 48 h; yeast lacking PDR1 and PDR3 efflux regulators; 0.32% of 310,000 active; inhibition, % at 9.4 µM;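 active = every replicate shows inhibition above about 80%, whatever the replicate mean, limit read from the data; inconclusive = mean inhibition reaches the set limit but some replicate falls short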;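 also: 0% = DMSO neutral controls and 100% = 20 µM radicicol positive controls; yeast relying on Plasmodium falciparum Hsp90 in place of its own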
# PvdQ inh: blocks Pseudomonas aeruginosa PvdQ acylase activity. purified PvdQ acylase, fluorescence plate reader. inhibition, % at 10 µM. 0.063% of 340,000 active. AID 488965; in the data active = inhibition above about 30%, passing the limit was not always enough; inconclusive = no clear call, values can overlap the other calls;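 also: 0% = vehicle neutral wells and 100% = reference inhibitor wells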
# * marks the source's active call; other numbers are inactive results; ? = inconclusive; / = not tested or not shown.
# The line under a structure holds: RTF Ca sens inh	CDK5 p35 inh	dFosB act	NSD2 inh	Keap1-Nrf2 PPI	Rtt109 HAT inh	C-LANA FP	SUMO Mot1 rescue	RTF Ca sens act	PfHsp90 set2	PvdQ inh
- CCSc1nnc(SCC(=O)c2c(N)n(C)c(=O)n(C)c2=O)s1
 : -1	-0.8	-5	3	-5	6	0.6	/	-4	18	3
- Cc1c(O)c(CN2CCCC2)cc2c3c(c(=O)oc12)CCC3
 : 0	1.1	0	2	-2	-455	1.4	25	3	7	-6
- COc1ccc2c(c1)c(/C=C/c1cc[n+](C)cc1)cn2C
 : -77	-0.4	-2	-3	-104	-6	-38	7	75*	-7	-11
- COc1ccccc1NC(=S)NCc1ccc(F)cc1
 : -3	0.2	6	-2	-4	-6	1.0	9	3	-7	1
- CN(Cc1ccccc1)S(=O)(=O)c1ccc(OCC(=O)N2CCC(C(N)=O)CC2)cc1
 : -8	2.9	-3	-1	-9	-3	-5.5	6	0	-24	-11
- NC(=O)c1ccc(NC(=O)COC(=O)c2cc3c(s2)CCC3)cc1
 : 6	1.1	14	1	6	-11	-0.5	-7	-6	-2	3
- N#Cc1ccc(Oc2nc(Nc3ccc(F)cc3)nc(N3CCCC3)n2)cc1
 : -1	1.0	-13	-1	0	6	-2.0	20	-6	-13	-3
- CC(=O)Nc1cccc(OCC(=O)NS(=O)(=O)c2ccc(C)cc2)c1
 : -4	-3.4	8	2	-7	-4	0.1	846*	8	/	-7
- Cc1cccc(N2CCN(C(=O)c3ccc4nc(-c5ccco5)c(-c5ccco5)nc4c3)CC2C)c1 (configuration not stated)
 : -4	-2.0	-12	1	-4	14	-1.7	-10	-2	-1	-5
- COc1ccc(S(=O)(=O)N2CCOC23CCN(C(=O)c2ccc(Cl)cc2Cl)CC3)cc1
 : -3	0.8	-19	5	4	16	1.1	-16	-2	9	-10
- C=CCn1c2ccccc2c2nnc(SCC(=O)Nc3cc(C)on3)nc21
 : -5	-0.5	-5	2	-4	-10	0.8	-5	2	-8	-11
- COc1ccc([N+](=O)[O-])cc1NC(=O)C(C)OC(=O)C1c2ccccc2Oc2ccccc21 (configuration not stated)
 : -10	1.2	-13	0	-4	27	-0.3	-7	-1	-10	6
- CCCN1C(C)C(C(=O)OCC)=CN(Cc2cccc(I)c2)S1(=O)=O (configuration not stated)
 : -3	-2.7	0	/	5	-3	-2.7	/	-6	9	-11
- CCN(CC)CCNC(=O)c1[nH]c2ccc(OCc3ccccc3)cc2c1C
 : -1	2.3	7	37	2	4	-0.7	224	-8	-7	-14
- O/C(=C\c1nc2ccccc2nc1/C=C(\O)c1ccccc1)c1ccccc1
 : -10	0.6	3	/	2	-3	0.5	-5	-4	-8	3
- CCC(C(=O)NC(C)CCc1ccccc1)n1nc(C)n2c(cc3occc32)c1=O (configuration not stated)
 : -19	0.0	-3	/	-1	-8	-0.4	-2	5	-11	-14
- CCOC(=O)N/N=C\c1ccc([N+](=O)[O-])s1
 : -6	-2.9	5	2	-1	-7	0.6	18	0	17	-6
- Cc1csc(N(C)C(=O)CSc2nnc(COc3cccc4ccccc34)o2)n1
 : 4	-0.7	-8	0	1	-2	-1.1	5	2	-49	0
- Cc1cc(=O)n2nc(N3CCC(C(=O)NCc4ccco4)CC3)sc2n1
 : -11	1.5	2	-4	-2	-2	0.9	270	-1	17	5
- CC(=O)n1c(-c2ccccc2)c(CO)c2ccccc21
 : 4	1.0	2	/	-8	0	1.0	1	-2	13	-6
- CC/C(=N\Nc1ccc([N+](=O)[O-])cc1)c1ccccc1
 : 1	0.0	-9	2	-4	-6	0.4	415*	5	-43	-7
- COc1ccc(CN2CCCCC2C(=O)Nc2ccc(OC)c(OC)c2)cc1OC (configuration not stated)
 : 1	2.5	-4	2	-4	0	0.0	-10	-5	-5	-10
- O=C(CC1Sc2ccccc2NC1=O)Nc1cccnc1 (configuration not stated)
 : -2	2.6	4	-1	2	-3	1.4	-2	0	16	-13
- O=C(CN(Cc1ccco1)S(=O)(=O)c1ccccc1)N/N=C/c1ccccc1C(=O)O
 : -2	1.3	1	-3	1	19	-1.0	-9	-6	-16	7
- CCc1cccc(NC(=O)COC(=O)C2CCN(c3ccc(C(F)(F)F)cn3)CC2)c1
 : 7	-0.7	-9	-2	8	9	0.4	0	-23	-5	-9
- CC(=O)Nc1cc[n+](C(C)C(=O)c2ccccc2)cc1 (configuration not stated)
 : 3	0.6	-2	-2	-3	-1	-0.1	0	-9	-2	0
- N#CCC(=O)N/N=C/c1ccc(Sc2nc3ccccc3s2)o1
 : -5	2.0	?	1	-4	-2	-2.0	39	8	/	5
- Cc1ccc(S(=O)(=O)Nc2ccc(S(=O)(=O)Nc3nccs3)cc2)cc1C
 : -2	0.6	-2	5	1	-7	3.0	/	2	14	25
- O=C(CN1C(=O)NC2(CCOc3ccccc32)C1=O)NCC(F)(F)F (configuration not stated)
 : -7	-0.5	-2	-1	-1	-7	1.6	-2	-6	-1	-4
- O=C(c1ccccc1NS(=O)(=O)c1ccc(F)cc1)N1CCCCC1
 : -2	0.9	-5	0	-7	-8	1.0	1	0	2	-16
- CCC1CCCCN1CCCNC(=O)c1ccc(CS(=O)(=O)c2ccccc2C)o1 (configuration not stated)
 : -3	0.2	-1	-6	1	4	3.1	15	-5	9	-5
- COc1ccc(NC(=O)[C@H](C)NC(N)=O)cc1S(=O)(=O)Nc1cc(C)ccc1Br
 : 0	0.6	-4	0	-1	-3	3.0	387	3	-3	-5
- CCNC(=S)N1CCC(C(N)=O)CC1
 : -1	-0.4	-2	1	1	-5	0.7	20	0	-22	-16
- COc1ccc(C(=O)NCCC2=CCCCC2)cc1OC
 : 0	0.7	5	0	4	-7	0.2	-12	2	16	-9
- COc1ccc(-c2noc(C3CCCN(C(=O)c4cccs4)C3)n2)cc1 (configuration not stated)
 : -5	0.5	-8	-3	0	13	0.3	-10	0	-2	-10
- FC(F)(F)Oc1ccc(-c2cn3cccnc3n2)cc1
 : 3	1.4	-5	-2	0	-25	1.1	-2	-8	10	-22
- CCOC(=O)c1ccc(N2C(=O)CC(Sc3ncccn3)C2=O)cc1 (configuration not stated)
 : -1	0.5	2	-4	-1	-5	0.9	13	-1	14	-6
- CCOC(=O)CSc1nc2c(c(=O)[nH]c(=O)n2C)n1CCCc1ccccc1
 : -9	-0.1	-6	0	-2	3	-0.5	6	1	6	-4
- N=C1C(c2nc3ccccc3s2)=C(O)CN1Cc1ccccc1
 : -20	0.7	-3	-1	-3	-3	0.2	0	4	15	-9
- O=[N+]([O-])c1ccc2c(OCc3nnc(-c4ccccc4Br)o3)ncnc2c1
 : 6	2.5	-10	3	-1	-2	-0.2	0	2	-56	-19
- CCOc1cc(O)c(-c2[nH]ncc2-c2nc(C)cs2)cc1CC
 : 4	-1.8	-12	7	-3	3	1.7	-16	-4	-17	-3
- O=C(NC1CCCCC1)N1CCN(c2ccccc2Cl)CC1
 : -5	-1.1	-11	-1	-4	3	-1.8	4	0	-47	1
- O=C(C1CCCO1)N1CCN(C(=S)Nc2ccccc2C(F)(F)F)CC1 (configuration not stated)
 : -4	2.6	8	-2	-1	5	-1.6	6	-4	22	5

# Ordered by count of non-hydrogen atoms (low to high): part of the list above.
# The line under a structure holds: RTF Ca sens inh	CDK5 p35 inh	dFosB act	NSD2 inh	Keap1-Nrf2 PPI	Rtt109 HAT inh	C-LANA FP	SUMO Mot1 rescue	RTF Ca sens act	PfHsp90 set2	PvdQ inh
- CCNC(=S)N1CCC(C(N)=O)CC1
 : -1	-0.4	-2	1	1	-5	0.7	20	0	-22	-16
- FC(F)(F)Oc1ccc(-c2cn3cccnc3n2)cc1
 : 3	1.4	-5	-2	0	-25	1.1	-2	-8	10	-22
- COc1ccc(C(=O)NCCC2=CCCCC2)cc1OC
 : 0	0.7	5	0	4	-7	0.2	-12	2	16	-9
- O=C(NC1CCCCC1)N1CCN(c2ccccc2Cl)CC1
 : -5	-1.1	-11	-1	-4	3	-1.8	4	0	-47	1
- CCOc1cc(O)c(-c2[nH]ncc2-c2nc(C)cs2)cc1CC
 : 4	-1.8	-12	7	-3	3	1.7	-16	-4	-17	-3
- CCOC(=O)c1ccc(N2C(=O)CC(Sc3ncccn3)C2=O)cc1 (configuration not stated)
 : -1	0.5	2	-4	-1	-5	0.9	13	-1	14	-6
- O=C(C1CCCO1)N1CCN(C(=S)Nc2ccccc2C(F)(F)F)CC1 (configuration not stated)
 : -4	2.6	8	-2	-1	5	-1.6	6	-4	22	5
- Cc1ccc(S(=O)(=O)Nc2ccc(S(=O)(=O)Nc3nccs3)cc2)cc1C
 : -2	0.6	-2	5	1	-7	3.0	/	2	14	25
- CCOC(=O)CSc1nc2c(c(=O)[nH]c(=O)n2C)n1CCCc1ccccc1
 : -9	-0.1	-6	0	-2	3	-0.5	6	1	6	-4
- COc1ccc(NC(=O)[C@H](C)NC(N)=O)cc1S(=O)(=O)Nc1cc(C)ccc1Br
 : 0	0.6	-4	0	-1	-3	3.0	387	3	-3	-5
- CCC1CCCCN1CCCNC(=O)c1ccc(CS(=O)(=O)c2ccccc2C)o1 (configuration not stated)
 : -3	0.2	-1	-6	1	4	3.1	15	-5	9	-5
- CCc1cccc(NC(=O)COC(=O)C2CCN(c3ccc(C(F)(F)F)cn3)CC2)c1
 : 7	-0.7	-9	-2	8	9	0.4	0	-23	-5	-9

# High-throughput results from PubChem.
